Source: PubChem BioAssay (several laboratories)
FadD28 FP inh: M. tuberculosis FadD28 bisubstrate binding inhibition; inhibition, % at 12.5 µM; AID 588549; FadD28 bisubstrate probe binding, fluorescence polarization; 360,000 tested, 0.22% active; in the data active = inhibition above about 8.5%, passing the limit was not always enough; inconclusive = no clear call, values can overlap the other calls
CCHFV vOTU inh: CCHFV vOTU protease inhibition; Pep-AMC fluorescence; inhibition, % at 11.5 µM; 370,000 tested, 0.55% active; AID 651958; note: 0% = vehicle wells with enzyme and 100% = no enzyme wells
Rv3671c protease: Rv3671c (M. tuberculosis) protease inhibition | inhibition, % at 5.96 µM | 320,000 tested, 0.048% active; in the data active = inhibition above about 38%;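 note: extracellular domain of Rv3671c used as enzyme; 0% = enzyme with DMSO and 100% = no enzyme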
MazF activator: MazEF (E. coli) toxin RNase activation. P0AE70. FAM/BHQ RNA-DNA oligo cleavage fluorescence, 5 h. activation, % at 20 µM. 350,000 tested, 0.32% active. AID 504720; in the data active = activation above about 50%
Target sequence (P0AE70 whole entry, looked up): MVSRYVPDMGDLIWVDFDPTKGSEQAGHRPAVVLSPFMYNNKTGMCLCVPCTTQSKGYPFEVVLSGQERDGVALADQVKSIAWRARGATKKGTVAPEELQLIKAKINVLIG
BoNT F protease: blocks Botulinum neurotoxin F light chain protease; Multiplex microsphere protease cleavage assay, flow cytometry; inhibition, % at 10 µM; 360,000 tested, 0.22% active; AID 588497; in the data active = inhibition above about 35%, passing the limit was not always enough; inconclusive = no clear call, values can overlap the other calls; note: plate controls were buffer without enzyme for full effect and enzyme alone for no effect
DUSP3 inh: DUSP3 (human) phosphatase inhibition; P51452; recombinant VHR phosphatase, pNPP absorbance; inhibition, % at 13.3 µM; 290,000 tested, 0.52% active; AID 1654; in the data active = inhibition above about 50%; note: some compounds called inactive have numbers as strong as hits
Target sequence (P51452 whole entry, looked up): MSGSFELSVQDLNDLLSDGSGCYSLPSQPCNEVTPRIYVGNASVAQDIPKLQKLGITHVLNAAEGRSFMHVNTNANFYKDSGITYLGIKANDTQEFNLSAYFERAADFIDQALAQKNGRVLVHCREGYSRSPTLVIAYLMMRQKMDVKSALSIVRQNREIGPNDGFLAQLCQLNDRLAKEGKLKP
BioA inh: BioA (M. tuberculosis) enzyme inhibition; purified M. tuberculosis BioA enzyme, plate reader; inhibition, % at 9.99 µM; 360,000 tested, 0.096% active; in the data active = inhibition above about 40%; inconclusive = no clear call, values can overlap the other calls
UGM FP inh: inhibitors of M. tuberculosis UDP-galactopyranose mutase; P9WIQ1; purified UGM, fluorescence polarization probe displacement; inhibition, % at 10 µM; 320,000 tested, 0.06% active; AID 504406; in the data active = inhibition above about 10%, passing the limit was not always enough; inconclusive = no clear call, values can overlap the other calls
Target sequence (P9WIQ1 whole entry, looked up): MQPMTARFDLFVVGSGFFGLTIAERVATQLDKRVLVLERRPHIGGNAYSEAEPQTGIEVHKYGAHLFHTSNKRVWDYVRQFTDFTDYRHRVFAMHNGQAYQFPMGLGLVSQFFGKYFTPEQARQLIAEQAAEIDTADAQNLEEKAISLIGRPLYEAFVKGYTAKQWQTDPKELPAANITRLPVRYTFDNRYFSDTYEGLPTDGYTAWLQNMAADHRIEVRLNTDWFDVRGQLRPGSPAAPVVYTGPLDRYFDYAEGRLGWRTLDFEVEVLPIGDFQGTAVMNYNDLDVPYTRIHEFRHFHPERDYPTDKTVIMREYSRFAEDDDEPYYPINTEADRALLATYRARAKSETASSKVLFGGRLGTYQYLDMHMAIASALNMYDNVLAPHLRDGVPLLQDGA
Mtb FBA inh: Mtb fructose-bisphosphate aldolase inhibition; 360,000 tested, 2.3% active; purified M. tuberculosis FBA, fluorescence read-out; P9WQA3; inhibition, % at 1 µM; in the data active = inhibition above about 27%;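 note: 0% = vehicle and 100% = reference inhibitor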
Target sequence (P9WQA3 whole entry, looked up): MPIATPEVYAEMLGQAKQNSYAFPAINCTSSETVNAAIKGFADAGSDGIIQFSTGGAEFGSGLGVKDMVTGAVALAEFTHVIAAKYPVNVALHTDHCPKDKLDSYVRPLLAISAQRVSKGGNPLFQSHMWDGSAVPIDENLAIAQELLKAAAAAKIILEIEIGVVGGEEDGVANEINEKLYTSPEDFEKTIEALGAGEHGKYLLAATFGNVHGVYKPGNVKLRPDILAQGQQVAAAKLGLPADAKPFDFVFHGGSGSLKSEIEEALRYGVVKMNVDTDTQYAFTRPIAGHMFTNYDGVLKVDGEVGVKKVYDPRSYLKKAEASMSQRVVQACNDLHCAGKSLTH
GDH-TPI counter: counter-screen for M. tuberculosis FBA inhibitors: GDH-TPI coupled enzymes; GDH-TPI coupled enzyme counterscreen, NADH absorbance; inhibition, % at 4.8 µM; 360,000 tested, 1.2% active; AID 588335;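 note: 0% = DMSO wells and 100% = wells lacking the enzyme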
Active calls of the source: *; ? = inconclusive; / = not tested or not shown; & = joins results of further samples. Cut-off read from the data, not from the text of the source, unless noted: active = inhibition above about 30%; inactive = the rest.

SMILES	FadD28 FP inh	CCHFV vOTU inh	Rv3671c protease	MazF activator	BoNT F protease	DUSP3 inh	BioA inh	UGM FP inh	Mtb FBA inh	GDH-TPI counter
CCOc1ccc(S(=O)(=O)NCCSCc2ccco2)cc1	-2.9	-1	-11	-9	6	21	-17	3.6	-1	-3
O=C(Nc1cccc(C(F)(F)F)c1)c1ccc2nc(-c3ccco3)c(-c3ccco3)nc2c1	1.6	2	5	9	-7	7	-1.3	0.7	3	20
CCc1nonc1NC(=O)c1oc2ccc(Br)cc2c1C	-2.5	7	-2	-1	3	1	-0.6	0.2	2	-5
CCOC(=O)c1sc(=S)n(-c2cc(F)ccc2F)c1N	-0.8	12	-2	5	-5	22	8.0	0.3	0	18
Cc1ccc(C)c(C(O)c2ncc(-c3cccc(F)c3)[nH]2)c1 (centres undefined)	1.7	-5	/	/	-4	/	0.2	/	3	3
COc1ccc(NC(=O)C2CC(=O)N/C(=N/N=C/c3ccco3)S2)cc1 (centres undefined)	-2.5	24	4	4	/	9	-0.3	-0.4	-2	45*
C[C@H](NS(=O)(=O)c1ccccc1)C(=O)OCC(=O)NC(=O)Nc1ccc2c(c1)OCCO2	-1.2	-7	5	7	-22	2	-1.4	-0.3	-1	5
COCCNC(=S)N/N=C(\C)c1cc2ccccc2o1	0.3	15	-12	0	-11	-8	-0.3	-2.2	0	30
COc1ccc2c(c1)c(=O)oc1cc(OCC(=O)NCC3CCC(C(=O)O)CC3)ccc12 (centres undefined)	-5.0	-11	-2	6	-12	12	3.2	-2.2	15	11
CCOC(=O)c1[nH]c(C)c(C(=O)C(C)C)c1C	-2.1	-4	0	5	-2	17	-1.0	1.2	0	4
COC(=O)C1=C(c2ccc(OCc3ccccc3)cc2)C[C@@H]2CC[C@H]1N2C(=O)NCc1cccc(F)c1	-2.2	11	/	-4	-14	/	-0.7	/	2	6
O=C(COC(=O)c1ccc(CO)cc1)Nc1ccc(OC(F)F)cc1	-3.3	-14	3	13	2	15	/	1.7	-3	-2
Cc1ccc2oc(=O)c3cc(C(=O)NCCCN4CCc5ccccc5C4)sc3c2c1	-8.3	-3	-6	-31	-5	8	-1.5	0.9	6	25
O=[N+]([O-])c1cc(Cl)ccc1N1CCOCC1	-1.0	7	-1	-16	4	0	-0.1	3.4	-1	6
COc1cc(OC)cc(-c2nc(=S)n3ccsc3n2)c1	-1.4	6	2	-26	7	18	/	-2.3	1	6
COc1cccc(NC(=O)CCC(=O)Nc2cc(OC)c(NC(=O)c3cccs3)cc2OC)c1	-2.5	3	/	0	5	39	1.5	/	-2	2
COc1ccc(N2C(=O)C3C(C2=O)C2C=CC3C23CC3)c([N+](=O)[O-])c1 (centres undefined)	-2.0	7	-3	0	-1	2	0.7	0.0	0	-1
COc1ccc(OC(C)C(=O)NC2CCCCCC2)cc1 (centres undefined)	-0.3	-9	3	-15	10	26	-3.6	0.2	5	3
CCOCCCNC(=O)c1cc(-c2ccc(Br)s2)nc2ccccc12	-2.3	-6	-13	-4	-2	-10	-3.2	4.1	13	8
O=C(NNC(=S)Nc1ccc(F)cc1)c1cccc([N+](=O)[O-])c1	-6.2	-1	5	-8	?	9	0.3	2.0	-3	-2
O=[N+]([O-])c1ccc(-n2ccnc2)cc1	-0.6	-7	0	1	9	25	-1.3	1.0	0	4
CC[C@H](C)C(N)c1cn([C@@H](CC(N)=O)C(=O)N2CCNCC2)nn1 (some centres undefined)	-3.5	6	-4	6	-13	/	-0.4	0.6	-1	-5
S=c1[nH]nc(-c2ccc(Br)cc2)n1-c1ccc(Br)cc1	-1.5	-12	12	-2	?	20	2.7	-1.3	0	15
Cc1cc(N)c2cc(NC(=O)/C=C/c3ccccc3Cl)ccc2n1	-44	/	-60	-35	-17	6	-0.5	-0.6	2	18

Quoted at random: 2 compounds from above.
SMILES	FadD28 FP inh	CCHFV vOTU inh	Rv3671c protease	MazF activator	BoNT F protease	DUSP3 inh	BioA inh	UGM FP inh	Mtb FBA inh	GDH-TPI counter
CC[C@H](C)C(N)c1cn([C@@H](CC(N)=O)C(=O)N2CCNCC2)nn1 (some centres undefined)	-3.5	6	-4	6	-13	/	-0.4	0.6	-1	-5
CCOCCCNC(=O)c1cc(-c2ccc(Br)s2)nc2ccccc12	-2.3	-6	-13	-4	-2	-10	-3.2	4.1	13	8

Carrying on:
SMILES	FadD28 FP inh	CCHFV vOTU inh	Rv3671c protease	MazF activator	BoNT F protease	DUSP3 inh	BioA inh	UGM FP inh	Mtb FBA inh	GDH-TPI counter
COc1cccc2cc(C(N)=O)oc12	-1.7	13	2	-10	-4	6	/	-0.3	2	2
COc1ccc(N2CCN(S(=O)(=O)c3cccc(C(F)(F)F)c3)CC2)cc1	-3.6	-3	-4	0	-4	6	/	2.6	0	-13
O=C(NCc1cccc(F)c1)c1cccc2c1C(=O)c1ccc(N3CCCC3)cc1S2(=O)=O	-3.9	/	-22	-483	17	/	-7.2	7.9	-19	3
CCOC(=O)C1CCCN(C(=O)c2cccc(S(=O)(=O)N3CCCC3)c2)C1 (centres undefined)	-1.4	11	-12	0	/	/	3.2	-1.3	-1	-2
CSCCC(NC(=O)c1ccc(Cl)cc1Cl)C(=O)N1CC(C)OC(C)C1 (centres undefined)	-0.7	0	-2	4	/	/	-1.7	-1.9	-1	1
C=CCNS(=O)(=O)NC(=O)C1=C(N2CCCC2)COC1=O	-2.5	9	-2	-1	-6	/	0.2	-4.5	1	-13
CCOc1ccc(C2CC(=O)NC3=C2C(=O)CCC3)cc1Cl (centres undefined)	-5.0	2	-3	5	-4	19	0.5	0.2	-1	5
CN(Cc1cccc(Cl)c1Cl)C(=O)CCNC(=O)c1ccco1	0.6	16	1	-3	-2	/	1.8	-1.0	1	6
Cc1ccc(S(=O)(=O)NCC2CCC(C(=O)NCCCN3CCCC3=O)CC2)cc1 (centres undefined)	-4.5	10	7	9	0	14	-1.1	0.0	0	-11
CCC(=O)N(C)C[C@@H]1Oc2cc(Br)ccc2S(=O)(=O)N([C@@H](C)CO)C[C@@H]1C	1.8	-8	/	-26	-2	/	15&12&15	/	7	-9
CCOc1ccc(C(=O)NC(C)CCc2ccccc2)cc1 (centres undefined)	-1.6	-3	-5	5	-8	-22	4.2	-1.8	-3	10
CC(=O)Nc1ccccc1OCc1cnc(Cl)s1	-2.2	-4	2	5	-7	13	1.8	1.3	3	-4
O=C(NCCc1ccccc1)c1ccc(-c2cccnc2)c2ccoc12	-6.5	2	/	/	-2	/	6.3	/	8	-10
CCOc1ccc(C(=O)CCC(=O)Nc2ncccc2O)cc1	1.1	-5	-1	-4	-270	/	/	0.0	1	7
COc1cc2c(cc1OC)C(c1ccc(O)cc1)NCC2 (centres undefined)	-0.9	6	12	-23	?	-8	-0.9	-0.9	2	10
Cc1cccc(N(CC(=O)NC(C)(C)C)C(=O)CNC(=O)c2cccs2)c1	-0.8	-3	-5	-2	1	7	/	-0.2	0	12
C[C@H](C(=O)CC(=O)OC(C)(C)C)[C@H](O)c1ccccc1	-2.8	5	-2	6	-4	-7	-2.7	2.7	3	4
O=C(/C=C/c1ccc([N+](=O)[O-])cc1)N(c1ccccn1)C1CCCCC1	-0.4	4	4	8	-30	22	/	1.5	-8	0
O=C(CN1CCN(c2nc(-c3ccccc3)cs2)CC1)NCc1ccc2c(c1)OCO2	-2.7	16	-5	-6	4	29	0.0	-0.8	-3	7
CCOC(=O)N(CC)c1ccc(C(O)(C(=O)OC)C(F)(F)F)cc1 (centres undefined)	-3.5	12	4	9	?	8	1.1	0.6	1	8
O=C(NCCc1cccs1)C1CC(c2ccccc2F)=NO1 (centres undefined)	-3.1	-11	3	3	-16	4	-1.0	-0.2	1	-11
CCc1ccc(CNCCSc2nnnn2C)cc1	-3.0	8	11	9	-6	-8	-0.4	-3.8	0	5
CC1CCc2sc(C(=O)NNC(=S)NC3CC3)cc2C1 (centres undefined)	-4.2	-16	-2	4	-4	10	1.5	2.8	2	-6
COC(=O)c1ccc2c(=O)n(CC3CCCO3)c(SCC(=O)Nc3ccccc3Cl)nc2c1 (centres undefined)	-2.3	-7	0	3	0	17	2.4	0.7	0	-2
COCCCNC(=O)CCCn1c(=O)[nH]c2ccccc2c1=O	-0.4	-17	7	4	-13	34	-1.4	0.1	-2	5
COCCNC(=O)C(c1ccccc1F)N(C(=O)C(=O)NC1CCCC1)C1CCCCC1 (centres undefined)	-1.1	8	6	1	-8	11	/	-0.9	1	-6
Cc1ccc(NC(=O)Nc2nc(-c3ccc(C)s3)cs2)cc1	-3.1	10	11	-3	?	42	4.6	-1.9	-3	3
Cn1c(-c2ccccc2)cc2ccccc21	-1.5	10	3	-10	-6	23	-2.1	0.1	9	-6
CCOC(=O)c1cccc(-n2c(C)nc3ccccc3c2=O)c1	-1.2	15	4	-12	1	8	3.5	0.5	0	4
COC(C(=O)Nc1ccc(Br)cc1F)c1ccccc1 (centres undefined)	-0.4	-5	-4	-18	2	1	/	0.3	0	3
CCn1c(O)c(N=NC(=O)Cn2ccc(C(F)(F)F)n2)c2ccccc21	-4.4	11	7	2	-4	2	/	0.8	-1	22
Cc1ccc(Cl)cc1NC(=O)CCS(=O)(=O)c1ccc2c(c1)n(C)c(=O)c(=O)n2C	-0.7	5	/	3	-3	/	-3.6	/	3	9
Cc1ccc2nc(NCc3ccco3)c(C=NCc3ccco3)c(=O)n2c1	-1.5	4	-1	7	-4	6	-1.1	1.9	1	7
Cc1cc(C(F)(F)F)n(-c2nc(C(=O)Nc3cccnc3)cs2)n1	-2.2	1	-2	-1	6	5	1.9	0.8	3	12
O=c1ccc2cc3c(-c4ccccc4)coc3cc2o1	-0.8	-4	/	-4	2	16	7.7	-1.5	12	9
COC(=O)c1sccc1NC(=O)Nc1ccc(F)cc1	-2.6	-1	-6	2	0	6	-1.5	-3.4	-2	0
COC(=O)[C@@H]1CCCN1Cc1nc(Cc2ccc(OC)c(OC)c2)no1	-2.0	8	4	-1	-3	41	/	-0.5	1	-5
O=C(N/N=C/C(Br)=C/c1ccccc1)NC1CCCCC1	-3.0	21	-4	-2	-6	17	/	1.6	-2	9
Cc1cc(C)cc(OCC(=O)NCc2nc(-c3ccccc3)no2)c1	-4.3	26	8	-6	1	4	0.7	-0.5	-1	0
Cc1cc(C(=O)COC(=O)c2cc(Cl)c(O)c(Cl)c2)c(C)n1C	-1.6	9	-4	-7	/	/	-0.8	0.3	-1	-3
COc1cc(OC)cc(C(=O)N[C@H](C(=O)OCC(=O)N2CCN(S(=O)(=O)c3ccc(C)cc3)CC2)C(C)C)c1	-5.3	-6	/	4	-9	/	-6.6	/	-1	4
Cc1nc(N2CCOCC2)nc2c1CCCC2	-0.9	2	-4	5	-2	24	-0.5	0.0	9	3
Cc1ccc(C2C(C(=O)c3cc4ccccc4o3)=C(O)C(=O)N2CCN(C)C)o1 (centres undefined)	0.0	0	/	-9	-6	/	1.2	/	1	10
O=C(CSc1nnc(-c2cccs2)n1Cc1ccco1)c1ccc2c(c1)OCO2	-7.3	11	-4	-1	5	-3	4.2	1.6	0	2
Cc1cc(C)c(C(=O)/C=C/c2ccco2)c(=O)[nH]1	-3.1	4	2	13	0	16	0.7	0.4	-3	-1
CC#CCCCC(=O)Nc1ccccc1C(=O)O	-3.4	-5	6	3	7	-8	-1.3	0.4	4	0
Cc1ccc(CSc2nc3ccncc3[nH]2)cc1	-7.9	-2	-3	3	0	8	7.5	3.1	-1	-4
Cc1ccc2c(c1)N(C(C)C(=O)NCc1cccs1)C(=O)CO2 (centres undefined)	-1.7	6	-2	7	-14	36	-1.3	0.3	2	6
Cc1c(C=Nc2ccc(S(=O)(=O)CCO)cc2)c(O)[nH]c(=O)c1C#N	-1.0	11	-5	-10	-3	/	-1.1	-0.7	2	29

Exported with values under each structure: part of the list above
Under each structure – FadD28 FP inh | CCHFV vOTU inh | Rv3671c protease | MazF activator | BoNT F protease | DUSP3 inh | BioA inh | UGM FP inh | Mtb FBA inh | GDH-TPI counter
CCOc1ccc(C(=O)CCC(=O)Nc2ncccc2O)cc1
  1.1 | -5 | -1 | -4 | -270 | / | / | 0.0 | 1 | 7
C[C@H](C(=O)CC(=O)OC(C)(C)C)[C@H](O)c1ccccc1
  -2.8 | 5 | -2 | 6 | -4 | -7 | -2.7 | 2.7 | 3 | 4

The order is random; 4.9% or so of the library scored in one or more.
